Fam108B counter: blocks mouse Fam108B hydrolase in RBBP9 counter-screen; recombinant Fam108B, FP-Rh probe fluorescence polarization; inhibition, % at 9.51 µM; hit rate 0.33% among 300,000; AID 1947;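 active = inhibition above the screen mean inhibition plus 3 SD, computed separately per campaign, cut at about 18% in these data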;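 also: inhibitors lower polarization as less probe binds the enzyme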
VLA-4 inh: inhibition in a human VLA-4 binding assay | VLA-4 expressing cells, ligand binding flow cytometry | inhibition, % (about 7 µM as worked out from the volumes in the protocol) | hit rate 0.2% among 330,000 | AID 2557; in the data active = inhibition above about 50%
Target sequence (P13612 whole entry, looked up): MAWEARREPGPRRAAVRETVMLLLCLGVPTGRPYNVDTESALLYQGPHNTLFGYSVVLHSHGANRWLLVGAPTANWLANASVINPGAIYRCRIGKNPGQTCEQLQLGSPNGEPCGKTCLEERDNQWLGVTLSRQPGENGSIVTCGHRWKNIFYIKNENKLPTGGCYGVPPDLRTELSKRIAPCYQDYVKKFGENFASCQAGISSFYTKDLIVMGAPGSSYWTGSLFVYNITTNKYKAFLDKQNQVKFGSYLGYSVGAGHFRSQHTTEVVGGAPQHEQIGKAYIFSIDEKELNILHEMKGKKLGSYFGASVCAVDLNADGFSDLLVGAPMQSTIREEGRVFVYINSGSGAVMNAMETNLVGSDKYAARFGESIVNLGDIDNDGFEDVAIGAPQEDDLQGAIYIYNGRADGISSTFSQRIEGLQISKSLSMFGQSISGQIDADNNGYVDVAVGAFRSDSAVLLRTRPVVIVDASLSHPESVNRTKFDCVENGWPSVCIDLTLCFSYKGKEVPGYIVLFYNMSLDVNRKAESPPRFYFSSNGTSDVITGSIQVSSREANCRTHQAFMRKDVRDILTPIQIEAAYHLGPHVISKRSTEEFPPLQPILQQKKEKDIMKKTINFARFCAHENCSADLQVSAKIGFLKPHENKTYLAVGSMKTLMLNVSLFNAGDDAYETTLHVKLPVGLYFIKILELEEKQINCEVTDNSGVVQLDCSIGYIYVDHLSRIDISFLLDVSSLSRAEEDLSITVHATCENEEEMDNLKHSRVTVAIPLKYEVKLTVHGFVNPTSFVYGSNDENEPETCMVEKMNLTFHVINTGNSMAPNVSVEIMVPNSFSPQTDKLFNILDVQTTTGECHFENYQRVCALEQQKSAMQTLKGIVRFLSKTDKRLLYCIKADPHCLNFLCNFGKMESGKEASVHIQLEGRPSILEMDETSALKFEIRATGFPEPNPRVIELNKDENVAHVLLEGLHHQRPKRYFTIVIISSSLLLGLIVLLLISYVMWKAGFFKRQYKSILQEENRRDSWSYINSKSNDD
MEX-5 binding: C. elegans MEX-5 TCR-2 RNA binding activity | MEX-5/FITC-TCR2 RNA binding, fluorescence polarization; hits give low values | activity score (negative = inhibition of binding), % at 10 µM | hit rate 0.38% among 300,000 | AID 1832;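 active = inhibition past about -25% in most replicates, and total fluorescence under double the plate's negative control median, limit read from the data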;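 also: 0% = DMSO and -100% = 5 µM competing unlabeled TCR2 RNA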
GRK2 inh: blocks RNA aptamer binding to human GRK2. hit rate 0.59% among 330,000. P25098. AID 488847. bead flow cytometry, FAM-aptamer displacement from GRK2. inhibition of aptamer binding, % at 10 µM;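 active = inhibition of aptamer binding above 40%, roughly 3 SD of noise, on plates passing a quality check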;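 also: median bead fluorescence of bound FAM aptamer so fluorescent compounds give negative values; no value below 0 was filed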
MCL1-BIM inh: disrupts human MCL1 binding to BIM-BH3 peptide; Q07820; GST-MCL1 / FITC-Bim-BH3 fluorescence polarization; inhibition, % at 10.9 µM; hit rate 0.68% among 320,000; AID 2057;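 active = inhibition above the mean inhibition of all tested compounds plus 3 SD, set per campaign, cut at about 40% in these data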;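 also: 0% = DMSO wells and 100% = unlabeled Bim-BH3 peptide control; higher means more loss of mP so more displacement of Bim peptide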
GLD-1 RNA inh: GLD-1-TGE RNA interaction inhibition (C. elegans) | Q17339 | purified GLD-1 + fluorescein TGE RNA, fluorescence polarization | inhibition, % at 5.96 µM | hit rate 0.44% among 320,000;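 active = percent inhibition above a per-plate cutoff, the plate mean of test compounds plus 3 SD, cut at about 30% in these data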;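 also: 0% = DMSO wells with GLD-1 and probe and 100% = wells lacking GLD-1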
PME-1 inh: blocks human protein phosphatase methylesterase 1 | Q9Y570 | recombinant PME-1, FP-Rh probe fluorescence polarization | inhibition, % at 5.9 µM | hit rate 0.53% among 320,000 | AID 2130;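 active = inhibition above the campaign mean of all compounds plus 3 SD, cut at about 26% in these data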;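 also: competitive labeling of PME-1 active site by serine hydrolase directed probe; 0% = PME-1 with DMSO and 100% = wells lacking PME-1 enzyme; inhibitors block probe labeling so polarization falls and inhibition rises; many of its hits are not listed in these tables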
Efflux pump inh: blocks antifungal efflux pumps in multiplex yeast assay; S. cerevisiae Candida pump triplex, Nile Red efflux; inhibition, % at 10 µM; hit rate 0.44% among 330,000; AID 485275;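 active = plate passing quality check with inhibition over a set limit, or well fluorescence over plate mean plus 4 SD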;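 also: Nile Red retained in pooled yeast measured as flow cytometry median fluorescence; 0% = buffer negative control and 100% = Enniatin B positive control; higher means more Nile Red kept so more efflux inhibition; some compounds called inactive have numbers as strong as hits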
BCLXL inh: blocks human Bcl-xL binding to Bim BH3 peptide; Q07817; GST-Bcl-xL / FITC-Bim BH3 peptide fluorescence polarization; inhibition, % at 10.9 µM; hit rate 0.7% among 320,000; AID 2129;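 active = inhibition above the mean of all tested compounds plus 3 SD, cutoff set per campaign, cut at about 30% in these data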;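 also: 0% = DMSO wells and 100% = unlabeled Bim-BH3 peptide competitor; inhibitors lower millipolarization by displacing the labeled peptide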
* hit, by the source's call; . = not tested or not shown. An excerpt; count on the stated rates, not on these rows.

Every second line gives: Fam108B counter | VLA-4 inh | MEX-5 binding | GRK2 inh | MCL1-BIM inh | GLD-1 RNA inh | PME-1 inh | Efflux pump inh | BCLXL inh
- O=C(N/N=C/c1ccc(-c2cccc([N+](=O)[O-])c2)o1)c1ccc([N+](=O)[O-])cc1
  16 | -2 | -35* | 0 | 8 | -2 | 5 | 0.1 | 5
- CC(C)(O)C#Cc1ccc(CN2CCN(Cc3ccccc3)C(CCO)C2)s1 (stereo not given)
  -1 | -1 | 0.4 | 0 | 8 | 2 | 5 | 0.1 | 1
- CCn1c(Nc2ccccc2Cl)nc2ccccc21
  2 | 21 | 0.3 | 0 | 3 | 0 | 8 | 0.0 | 3
- CCOc1ccc(N(CC(=O)NCCc2ccccc2)C(=O)CCC(=O)Nc2nccs2)cc1
  2 | 10 | -0.3 | 0 | 0 | 3 | 4 | -0.1 | 1
- O=C(O)c1cc(-c2ccccc2Cl)n(-c2ccccc2)n1
  0 | 13 | -3.4 | 3 | -3 | 2 | -1 | 0.3 | -2
- C=C1CCN([C@@H](C)C(=O)NCCCCCC)S(=O)(=O)c2ccccc21
  0 | 13 | 6.1 | 1 | 6 | -5 | 6 | -0.2 | 3
- Cc1ccc(NC(=O)Nc2c(C)n(C)n(-c3ccccc3)c2=O)cc1
  -1 | 13 | -3.8 | 0 | -3 | -5 | -1 | 0.0 | 0
- O=C(COC(=O)c1ccc(Br)o1)NCC1CCCO1 (stereo not given)
  -2 | 4 | 1.1 | 5 | 7 | 6 | 2 | -0.1 | 2
- O=C(Cc1ccccc1[N+](=O)[O-])OCC(=O)c1ccccc1Br
  . | 2 | . | 0 | . | 6 | . | 0.1 | .
- O=C(NC(Cc1ccccc1)C(=O)O)c1ccc(S(=O)(=O)N2CCCCC2)cc1 (stereo not given)
  0 | 14 | -5.6 | 0 | -4 | -10 | 3 | 6.7* | -3
- Cc1nc(N2CCC(C(N)=O)CC2)c2nnn(Cc3ccccc3)c2n1
  1 | 3 | -1.2 | 1 | 6 | -2 | 4 | 0.1 | 2
- O=C(Nc1ccc(Oc2ccc(NC(=O)C3CCCO3)cc2)cc1)C1CCCO1 (stereo not given)
  5 | 6 | -0.3 | 20 | 8 | 2 | 3 | 0.1 | 3
- O=C(O)CCNS(=O)(=O)c1ccccc1C(F)(F)F
  0 | 5 | 2.6 | 3 | -1 | 7 | -4 | -0.1 | 0
- Cc1onc(-c2c(Cl)cccc2Cl)c1C(=O)N1C=CC(C(F)(F)F)=NCC1
  -3 | 6 | -1.7 | 0 | -8 | 9 | 3 | 0.0 | -2
- O=C(NC1CC1)c1ccc(S(=O)(=O)NC2CCCCCC2)cc1
  -2 | -7 | 0.0 | 0 | -5 | 6 | 2 | -0.1 | 2
- O=C(c1ccc2c(c1)OCO2)N1CCC(Cc2ccccc2)CC1
  3 | 5 | 2.2 | 1 | 6 | 5 | 2 | 0.1 | 2
- CCOC(=O)c1c(NC(=O)c2ccc(S(=O)(=O)N(C)CC3CCCO3)cc2)sc2c1CCN(C)C2 (stereo not given)
  -2 | 11 | -14 | 0 | 0 | -7 | 2 | 0.0 | 4
- Nc1nnc(SCC(=O)Nc2ccc(Cl)c(C(=O)O)c2)s1
  1 | -5 | 4.1 | 1 | -1 | 5 | -3 | 0.0 | 1
- O=C(CSc1nnc(CNc2cccc(C(F)(F)F)c2)n1Cc1ccco1)NCc1ccco1
  5 | 6 | -0.6 | 0 | 3 | 1 | -3 | 0.0 | 4
- CCOc1c(Cl)cc(C(=O)Nc2ccccc2C(=O)O)cc1Cl
  -5 | 15 | 1.4 | 3 | 8 | 6 | -142 | -0.1 | 4
- O=C(NCc1ccc(-c2csnn2)cc1)C1CC1
  -5 | 24 | 0.8 | 0 | 2 | 2 | -1 | 0.1 | -9
- CN(Cc1ccccc1)C(=O)COC(=O)CCC(=O)c1ccc(Cl)cc1
  . | -2 | . | 26 | . | 2 | . | 0.3 | .
- CCOc1ccc(NC(=O)CSc2ccc(-c3cccnc3)nn2)cc1
  -3 | 1 | -4.8 | 2 | 8 | 5 | 1 | -0.3 | 8
- Cc1cccc(N=c2c([N+](=O)[O-])nn(-c3ccc(Cl)cc3)n2O)c1
  -2 | 4 | . | 5 | 0 | 7 | 1 | 0.0 | 4
- CCOC(=O)CCNCc1ccc(OC)c(OC)c1
  0 | 0 | -0.8 | 0 | 2 | 4 | 3 | -0.1 | 8
- COc1ccc(S(=O)(=O)N2CCN(C(=O)N3CCOCC3)C2C)cc1 (stereo not given)
  4 | 14 | 1.6 | 0 | 7 | -2 | -3 | -0.1 | 0
- COc1ccc(NC(=O)COC(=O)CNS(=O)(=O)c2ccc(F)c(F)c2F)cc1OC
  1 | -2 | 1.5 | 0 | 4 | 5 | -1 | -0.4 | 5
- CCOc1ccc(S(=O)(=O)N2CCCC(C(=O)NCc3ccncc3)C2)cc1Cl (stereo not given)
  -2 | -4 | 2.9 | 0 | -4 | 5 | 2 | -0.1 | -3
- CCOC(=O)C1(Cc2ccc(Cl)cc2)CCN(Cc2cnc(N)nc2)CC1
  0 | 4 | 0.8 | 0 | 2 | -1 | -1 | -0.4 | 4
- O=C(Cn1c(=O)oc2cc(S(=O)(=O)N3CCCC3)ccc21)N1CCN(c2ccccc2)CC1
  -2 | -24 | 0.8 | 0 | 0 | 3 | 0 | 0.0 | 4
- O=C(O)C1CC=CCC1C(=O)Nc1ccccc1C(=O)N1CCN(c2ccccc2)CC1 (stereo not given)
  0 | -3 | 1.1 | 1 | 3 | -7 | 7 | -0.1 | -1
- CCOc1ccc(NS(=O)(=O)c2cc(C(=O)NCC3CCCO3)ccc2Cl)cc1 (stereo not given)
  -2 | -8 | 1.3 | 0 | 4 | -2 | 2 | 0.0 | 5
- N#Cc1ccccc1NC(=O)COC(=O)CN1C(=O)C2CCCCC2C1=O (stereo not given)
  . | 10 | . | 1 | . | -3 | . | 0.0 | .
- COc1ccc(CNC(=O)C2CCCN2C(=O)NCc2ccccc2)cc1 (stereo not given)
  0 | -5 | 0.9 | 0 | 9 | -4 | -2 | -0.2 | 4
- O=C(COc1ccccc1)Nc1nccs1
  -3 | -14 | -0.1 | 1 | 3 | 11 | -7 | 0.0 | 0
- Cc1cc2c(cc1S(=O)(=O)N1CCCC1)n(C)c(=O)c(=O)n2C
  -4 | -19 | 3.2 | 4 | 1 | 4 | -9 | -0.1 | 16
- N#Cc1nnn(-c2ccc(Cl)cc2)c1N
  0 | -3 | -0.8 | 0 | -2 | -2 | 4 | 0.1 | -3
- C=CCc1cc(Cl)ccc1OCCCn1ccnc1
  0 | 4 | -2.8 | 2 | 9 | 7 | 2 | 0.0 | 5
- Cc1noc(C)c1COc1ccc(C(=O)OCC(=O)N2CC3(C)CC2CC(C)(C)C3)cc1 (stereo not given)
  -4 | 0 | . | 0 | 2 | -8 | 2 | 0.2 | 2
- CCN(CC)c1ccc2cc(C(=O)NCc3ccc(F)cc3)c(=N)oc2c1
  0 | -44 | -1.2 | 16 | -39 | -12 | 2 | -0.1 | -5
- O=C(NCc1ccco1)C(c1ccc(F)cc1)N(C(=O)Cc1cccs1)c1cccnc1 (stereo not given)
  3 | -2 | 2.1 | 0 | -10 | -2 | -4 | -0.1 | 1
- Cc1ccc(CN2CCN(/N=C/c3cccnc3)CC2)cc1
  2 | 12 | 0.1 | 0 | -4 | 5 | 0 | 0.1 | -2
- CCn1c(CSc2nc(C)cc(C)n2)nnc1SCC(N)=O
  -3 | 11 | -4.0 | 0 | -4 | -5 | -5 | 0.2 | -8
- COc1cc2c(cc1OC)C(C)N(C(=O)/C=C/c1cc(OC)c(OC)c(OC)c1)CC2 (stereo not given)
  1 | 3 | -0.6 | 4 | -1 | 6 | 0 | -0.2 | 1
- CC(=O)CC(=O)NC(=NC1CCCCC1)Nc1nc(C)cc(C)n1
  1 | 31 | -0.4 | 0 | 0 | 3 | 4 | 0.1 | 0
- O=C(CNC(=O)c1cccc(F)c1)OCC(=O)N1CCCc2ccccc21
  0 | -3 | -1.2 | 0 | 4 | -5 | -1 | 0.8 | -2
- Cc1onc(-c2ccccc2)c1C(=O)OCC(=O)NC(=O)c1ccccc1
  3 | 1 | -0.1 | 1 | 5 | 6 | 5 | -0.1 | 6
- Cc1ccc(/C=N/NC(=O)C2(O)c3ccccc3-c3ccccc32)o1
  -1 | 7 | -1.0 | 3 | 8 | 3 | 3 | -0.2 | 1
- Cc1cc(NC(=O)c2cc(-c3ccccn3)nc3c(Cl)cccc23)no1
  -5 | -33 | 0.6 | 4 | 12 | -5 | 0 | -0.2 | 6
- Cn1c(SCC(=O)NC2CCCC2)nc2c(c1=O)SCC2
  -2 | -1 | -3.1 | 10 | 6 | 3 | -6 | -0.3 | 5
- Cc1ccccc1/C=C1\Oc2ccccc2C1=O
  . | 33 | . | 3 | . | 4 | . | -0.1 | .
- O=C(c1ccc2c(=O)n3c(nc2c1)CCCCC3)N1CCN(c2ccc(Cl)cc2)CC1
  -4 | 0 | 1.7 | 2 | 8 | 5 | -4 | -0.2 | 6
- Cc1ccc(C)c2[nH]c(=O)c(CN(Cc3cccs3)C(=S)NCc3ccco3)cc12
  -10 | 11 | 7.4 | 2 | -12 | -9 | -9 | 0.5 | -5
- Cc1ccc(C(=O)NC2CCS(=O)(=O)C2)cc1S(=O)(=O)N1CCOCC1 (stereo not given)
  0 | 12 | 2.6 | 1 | 0 | 2 | 4 | -0.1 | 1
- Cn1cc([N+](=O)[O-])c(C(=O)Nc2ccn(Cc3c(F)c(F)cc(F)c3F)n2)n1
  -2 | 2 | 0.1 | 3 | 5 | 4 | 0 | 0.1 | 4
- O=C(Cc1ccccc1)NC(Nc1cccc2ccccc12)C(Cl)(Cl)Cl (stereo not given)
  -2 | 8 | 3.3 | 3 | 3 | 8 | 5 | -0.1 | 5
- Cc1cccn2c(=O)c3cc(C(=O)NCCCN4CCCC4=O)n(C)c3nc12
  -2 | 17 | -4.9 | 0 | 19 | 0 | -1 | 0.0 | 17
- COc1ccc(NC(=O)c2cc3ccccc3cc2OC)cc1
  -1 | 15 | 0.7 | 0 | 2 | 1 | -6 | 0.1 | 2
- Fc1ccc(CNc2nc(-c3cccnc3)nc3ccccc23)cc1
  -3 | 2 | -11 | 0 | -28 | -13 | -1 | 0.2 | -6
- CN1CCN(C(=O)CCc2nc3ccccc3n2-c2ccccc2)CC1
  4 | -4 | -1.3 | 3 | -5 | -6 | 5 | -0.1 | -5

(more compounds)
Every second line gives: Fam108B counter | VLA-4 inh | MEX-5 binding | GRK2 inh | MCL1-BIM inh | GLD-1 RNA inh | PME-1 inh | Efflux pump inh | BCLXL inh
- CCOC(=O)Cc1nnc(NC(=O)CSc2nnc3c4ccccc4n(C)c3n2)s1
  -8 | 8 | -7.7 | 0 | 14 | 4 | -5 | 0.1 | 2
- COc1ccc(OC)c(C2C3CN(C(C)C)CC=C3C(C#N)=C(N)C2(C#N)C#N)c1 (stereo not given)
  -1 | -2 | -38* | 0 | 96* | 52* | -4 | 0.2 | 87*
- O=C(CC1NCCN(Cc2ccccc2)C1=O)Nc1ccc(Cl)cc1 (stereo not given)
  1 | 2 | 0.7 | 3 | 2 | 3 | 6 | -0.1 | 2
- COc1ccccc1NC(=O)CSc1nnc(Cc2cccs2)n1C
  -1 | 2 | -0.3 | 0 | -2 | 2 | -7 | -0.1 | 0

Assay outcomes deposited in PubChem BioAssay by several laboratories.
